H1N1 NS1A inhibition – H1N1 influenza NS1A inhibitors, functional cell based assay (AID 504329) | NS1A functional cell-based assay, percent inhibition; higher % means a stronger effect | actives 0.3% (n = 340,000) | inhibition, % at 12.5 µM; hits with a dose series show IC50 in µM; in the data active = a potency from the dose series; inconclusive = inhibition above about 27% without an active follow-up result; also: strong numbers were not always called active
inhibitors of VEEV – inhibitors of VEEV TC-83 cytopathic effect, confirmation, Vero cells (AID 588727) | inhibition, % at 20 µM; hits with a dose series show IC50 in µM | actives 0.13% (n = 350,000) | Vero cells, VEEV TC-83 cytopathic effect inhibition; higher % means a stronger effect; in the data active = a potency from the dose series; inconclusive = inhibition mostly from about 14% at the one dose, without a potency; inactive = the rest, 99 in 100 with inhibition below about 12%; also: strong numbers were not always called active
tuberculosis growth – growth inhibition of non-replicating M. tuberculosis (AID 488890); Mycobacterium tuberculosis non-replicating, growth inhibition; higher % means a stronger effect; inhibition, % at 25 µM, or IC50 in µM where a hit was titrated; actives 0.39% (n = 320,000); in the data active = a potency from the dose series; inconclusive = inhibition mostly from about 82% at the one dose, without a potency; inactive = the rest, 99 in 100 with inhibition below about 76%;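 also: plate controls were DMSO cells for no effect and high antibiotic wells for full effect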
H37Rv inhibition – M. tuberculosis growth inhibition, HTS (AID 449762); M. tuberculosis H37Rv growth inhibition, 7H9 media; higher % means a stronger effect; inhibition, % at 25 µM, or IC50 in µM where a hit was titrated; actives 0.59% (n = 330,000); in the data active = a potency from the dose series; inconclusive = inhibition above about 70% without an active follow-up result;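 also: bacterial growth assessed after seven days of incubation; strong numbers were not always called active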
PhoP GFP inhibition – PhoP regulon inhibitors, Salmonella typhi PhoP promoter GFP reporter, confirmatory (AID 1850); Salmonella Typhi PhoP-promoter GFP reporter, fluorescence, 4 h; higher % means a stronger effect; actives 0.33% (n = 310,000); one-dose inhibition, % at 50 µM; IC50 in µM for titrated hits; in the data active = a potency from the dose series; inconclusive = inhibition mostly from about 25% at the one dose, without a potency; inactive = the rest, 99 in 100 with inhibition below about 19%;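 also: 0% = induced wells with vehicle and 100% = uninduced wells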
inhibitors of VEEV 10K pilot screen – further read-out of inhibitors of VEEV, marked with its call; inhibition, %; measured here: 10K pilot screen inhibition
Active calls of the source: *; i = inactive; u = inconclusive; x = not tested or not shown.

Sample of the layout:
SMILES	H1N1 NS1A inhibition	inhibitors of VEEV	tuberculosis growth	H37Rv inhibition	PhoP GFP inhibition	others
CCOC(=O)C1C(=O)CC(C)(O)C(C(=O)OCC)C1c1cccc(OC)c1 (stereo not drawn)	-3%	0.2%	-3%	-12%	-12%
Cc1c2c(nc3c(C(=O)NC4CCCCC4C)cnn13)CCCC2 (stereo not drawn)	x	x	57%	u	-8%

All compounds of this part, from the start:
SMILES	H1N1 NS1A inhibition	inhibitors of VEEV	tuberculosis growth	H37Rv inhibition	PhoP GFP inhibition	others
CCOC(=O)C1C(=O)CC(C)(O)C(C(=O)OCC)C1c1cccc(OC)c1 (stereo not drawn)	-3%	0.2%	-3%	-12%	-12%
Cc1c2c(nc3c(C(=O)NC4CCCCC4C)cnn13)CCCC2 (stereo not drawn)	x	x	57%	u	-8%
COc1ccccc1NS(=O)(=O)c1cccc(C(=O)NN)c1	0%	i	-3%	-5%	2%	inhibitors of VEEV 10K pilot screen=0.3
COc1cc(NC(=O)CSc2nc3ccccc3c(=O)n2C)ccc1NC(=O)c1ccco1	-7%	1.6%	20%	u	-13%
CCC(C)NC(=O)c1cc(-c2ccc(OC)cc2)on1 (stereo not drawn)	2%	1.1%	27%	19%	3%
COc1ccc(-c2cc(C(=O)Nc3sc4c(c3C#N)CCCC4)c3ccccc3n2)cc1OC	-4%	1.6%	10%	36%	-3%
CCOC(=O)C1=C(NC(=S)NC(=O)c2ccccc2)c2ccccc2CC1C(C)C (stereo not drawn)	-1%	9.2µM*	39%	1%	1%
O=C(CCn1c(=O)[nH]c2ccsc2c1=O)N1CCN(c2ccc([N+](=O)[O-])cc2)CC1	16%	0.8%	31%	1%	-3%
Cc1ccc(CNC(=O)Cn2cccc2C(=O)c2ccccc2)cc1	8%	4.6%	2%	7%	-3%
Clc1ccc2c(c1)C(N1CCNCC1)=Nc1ccccc1O2	-5%	0.2%	8%	20%	16%

The list goes on, overlapping the part above by 4 compounds.
SMILES	H1N1 NS1A inhibition	inhibitors of VEEV	tuberculosis growth	H37Rv inhibition	PhoP GFP inhibition	others
CCOC(=O)C1=C(NC(=S)NC(=O)c2ccccc2)c2ccccc2CC1C(C)C (stereo not drawn)	-1%	9.2µM*	39%	1%	1%
O=C(CCn1c(=O)[nH]c2ccsc2c1=O)N1CCN(c2ccc([N+](=O)[O-])cc2)CC1	16%	0.8%	31%	1%	-3%
Cc1ccc(CNC(=O)Cn2cccc2C(=O)c2ccccc2)cc1	8%	4.6%	2%	7%	-3%
Clc1ccc2c(c1)C(N1CCNCC1)=Nc1ccccc1O2	-5%	0.2%	8%	20%	16%
O=C(COC(=O)c1ccc(S(=O)(=O)N2CCCC2)cc1)NCc1ccc(Cl)cc1	-15%	0.3%	-28%	1%	7%
Cc1cc(C(=O)CSc2nnc3ccccn23)c(C)n1-c1ccccc1	2%	1.1%	12%	4%	6%
CC1CCN(C(=S)c2ccc(-c3ccc(Cl)cc3Cl)o2)CC1	6%	i	69%	-10%	-2%
O=C(NCc1ccccc1)C1=C[C@H](c2ccc(C(F)(F)F)cc2)C[C@H](OCCCCO)O1	12%	0.5%	22%	3%	-2%
CCOC(=O)Cc1nnc(NC(=O)C(CC)Sc2nc(C)cc(=O)[nH]2)s1 (stereo not drawn)	2%	1.7%	20%	2%	-13%
O=C(NC(N1CCOCC1)C(Cl)(Cl)Cl)c1ccco1 (stereo not drawn)	x	1.1%	-7%	-8%	-6%
COc1ccc(N(C(C)=O)c2nc3ccccc3[nH]2)cc1	0%	i	-11%	1%	-3%
O=C(COCC(=O)Nc1cccc(C(F)(F)F)c1)Nc1cccc(C(F)(F)F)c1	-3%	i	57%	64%	-4%
COCCCNC(=O)c1c(NC(=O)c2ccccc2Cl)n(Cc2ccccc2)c2nc3ccccc3nc12	-13%	i	3%	8%	-5%
CN1OC[C@@H]2CN(Cc3ccccc3)[C@H](c3cccc(N4CCOCC4)c3)C[C@@H]21	-3%	i	x	x	x
COCCNC(=O)c1cc(S(=O)(=O)N(C)c2ccccc2OC)ccc1C	-10%	i	21%	-6%	12%
Cc1ccc(N(CC(=O)Nc2c(C)cccc2C)S(C)(=O)=O)cc1	0%	i	-16%	-1%	-3%
CN(CCOc1ccccc1)CC(=O)Nc1ccc(S(=O)(=O)N2CCCC2)cc1	-14%	0.2%	5%	-7%	2%
CCC(C)N1C(=O)CCC1C(=O)N1CCN(c2ccc(F)cc2)CC1 (stereo not drawn)	0%	i	-2%	-6%	-2%
C/C=C1/CN2[C@@H]3C4CO[C@@H]3c3c([nH]c5cc(OC)ccc35)[C@@H]2CC14 (stereo partly drawn)	-4%	0.9%	-8%	-7%	13%
CC(=O)N1CCN(c2cc(N3CCCC3)c(F)cc2[N+](=O)[O-])CC1	11%	0.4%	14%	-7%	-5%
Cc1[nH]c2ccc(-c3nnc(SCC(=O)c4ccc(F)cc4)o3)cc2c1C	2%	0.4%	10%	-8%	-4%
CC1=C(C(=O)N(C)C)C(c2ccc(Cl)c(Cl)c2)NC(=O)N1 (stereo not drawn)	-4%	0.4%	25%	1%	-14%
CC(=O)c1cc(C#N)c(SCCC(C)C)nc1C	1%	i	7%	3%	-1%
O=[N+]([O-])c1cc(Cl)ccc1Sc1cccc2cccnc12	11%	i	38%	31%	-8%
CN(C)C(=O)COC(=O)c1cc(Cl)cc(Cl)c1N	-11%	3.5%	2%	-10%	2%
COc1cccc(NC(=O)C(Cc2ccccc2)NC(=O)C2CCC(C)CC2)c1 (stereo not drawn)	20%	1.6%	-22%	6%	-9%
CCn1c(SCc2ccccc2F)nnc1-c1ccncc1	-5%	i	-6%	-3%	-12%
COCCNC(=S)NC(=O)CC12CC3CC(CC(C3)C1)C2	15%	2.4%	u	1%	-11%
COc1cc(SC#N)ccc1N=Cc1c(C)[nH]n(-c2ccc(C)c(C)c2)c1=O	21%	i	5%	-2%	-7%
Cc1ccc(CCNS(=O)(=O)c2ccc3c(c2)C(C)(C)C(=O)N3C)cc1	-2%	0.4%	6%	-8%	6%	inhibitors of VEEV 10K pilot screen=1.5
COc1cc(/C=C/C(=O)OCC(=O)NCc2cccs2)ccc1OC(F)F	-10%	3.5%	35%	5%	-1%
CC(O)c1cc2c(s1)c1cnn(Cc3ccccc3F)c(=O)c1n2C (stereo not drawn)	-4%	i	-17%	2%	x
O=C(N/N=C/c1ccccn1)c1ccc(S(=O)(=O)N2CCCCCC2)cc1	-3%	3.3%	-1%	-6%	-12%	inhibitors of VEEV 10K pilot screen=2.5
O=C(OCC(=O)N1CCc2ccccc21)c1ccc([N+](=O)[O-])o1	-6%	1.4%	u	u	x
CCOc1cc(NC(=O)CC(C)C)c(OCC)cc1NC(=O)CCn1nnc2ccccc21	-3%	1.4%	-11%	-12%	-10%
OCCCNc1ncnc2[nH]ncc12	0%	0.9%	x	x	x
COc1cc(/C=N/NC(=O)c2ccncc2)ccc1OCc1cnc(Cl)s1	-9%	i	50%	u	2%
CS(=O)(=O)c1ccc(C(=O)Nc2cccc(-c3nc4ccccc4[nH]3)c2)cc1	2%	4.6%	-7%	-1%	-1%
O=C(NCCCN1CCCCCC1)c1ccc2c(Cl)c3c(nc2c1)CCCC3	7%	0.2%	68%	6%	-4%
CC(=O)Nc1cc2c(cc1Br)OCCO2	-9%	i	-1%	7%	-8%
Cc1ncc([N+](=O)[O-])n1CCOC(=O)NC(NCc1ccccc1)C(Cl)(Cl)Cl (stereo not drawn)	1%	1.2%	-3%	-7%	-2%
CN(C)C(=O)N1CCC(C(=O)NCc2ccc(F)cc2)CC1	8%	i	x	-1%	-13%
CC(C)C(=O)N1CCN(c2ccc(NC(=O)COc3ccccc3[N+](=O)[O-])cc2)CC1	x	5.8%	9%	2%	0%
c1cncc(-c2nc(NCC3COc4ccccc4O3)c3ccccc3n2)c1 (stereo not drawn)	3%	3.8%	48%	u	-2%

A run of entries of the results above, as a working copy:
SMILES	H1N1 NS1A inhibition	inhibitors of VEEV	tuberculosis growth	H37Rv inhibition	PhoP GFP inhibition	others
OCCCNc1ncnc2[nH]ncc12	0%	0.9%	x	x	x
COc1cc(/C=N/NC(=O)c2ccncc2)ccc1OCc1cnc(Cl)s1	-9%	i	50%	u	2%

Next part:
SMILES	H1N1 NS1A inhibition	inhibitors of VEEV	tuberculosis growth	H37Rv inhibition	PhoP GFP inhibition	others
CCOc1ccccc1N1CCN(C(=S)Nc2ccc(S(=O)(=O)Nc3ncccn3)cc2)CC1	0%	1.9%	54%	-3%	-12%
CCC(=O)N1CCN(c2ccc(Cl)cc2NC(=O)c2ccc3c(c2)OCCO3)CC1	-6%	i	20%	11%	-9%
CN(C(=O)c1ccc2c(c1)OCO2)C1(C(=O)NC2CCCC2)CCCCC1	-2%	0.1%	6%	-4%	-8%
O=c1[nH]nc(-c2ccc(F)cc2)cc1Cc1cccs1	-8%	4.1%	21%	-2%	10%
CCCC[C@@H]1CNCCN1CCc1cccc2ccccc12	16%	6.1%	43%	9%	0%
COc1cccc(CNC(=O)CCn2ccc3cc(S(=O)(=O)N4CCCC4)ccc32)c1	7%	3.1%	8%	4%	0%
CCC(C)(C)NC(=O)C(c1ccc(C)cc1)N(Cc1cccnc1)C(=O)c1csnn1 (stereo not drawn)	-2%	i	2%	-15%	2%
Cc1ccc(C)c(S(=O)(=O)Nc2cc3c4c(c2)CC(=O)N4CCC3)c1	4%	i	18%	5%	-3%
Cc1ccc(C)c(OCCNc2ccc([N+](=O)[O-])cn2)c1	-19%	0.6%	19%	13%	2%
CC1CCN(C(=O)CSc2nnc(Cn3c(=O)sc4ccccc43)n2C)CC1	-1%	0.9%	2%	-13%	-19%
COC(=O)c1ccc(OCC(O)CNC2CCCC2)cc1 (stereo not drawn)	-1%	i	-5%	-5%	-3%
Cc1ccc(S(=O)(=O)c2nc(NN(C)C)sc2Cl)cc1	-2%	0.8%	10%	-1%	15%
O=C(N/N=C/CCc1ccccc1)c1ccccc1	5%	3.1%	72%	-6%	8%	inhibitors of VEEV 10K pilot screen=0.1
Cc1noc(C)c1CSc1nnc(-c2ccncc2)n1-c1ccc(Cl)c(Cl)c1	-4%	0.7%	1%	1%	14%
O=C(Nc1ccc(Cl)cc1)c1cc(-c2cccs2)on1	8%	i	42%	-3%	-5%
CCc1ccc(NC(=O)CSc2nc3ccccc3c(=O)n2CCCC(=O)N2CCCC2)cc1	-2%	1.5%	-2%	2%	-3%
O=C(COc1ccc(S(=O)(=O)N2CCOCC2)cc1)Nc1ccc(Br)cc1	-5%	2.2%	1%	11%	x
O=C(Nc1ccc(S(=O)(=O)NC2=NCCCCC2)cc1)c1cc(F)c(F)cc1Cl	-4%	8.6%	x	x	x
Cc1cccc(C2c3[nH]c4ccccc4c3CCN2Cc2cccn2-c2ncccn2)c1 (stereo not drawn)	3%	4.9%	78%	u	11%
CSCc1ccc(C(=O)Nc2ccc(C(N)=O)cc2)cc1	-14%	2.3%	-11%	-8%	9%
S=c1[nH]nc(-c2ccccn2)n1/N=C/c1ccc(-c2ccccc2Cl)o1	13%	25%	-6%	3%	12%
CCc1noc(C)c1C(=O)N1CCCC(N2CCN(c3ccc(F)cc3)CC2)C1 (stereo not drawn)	-16%	0.1%	8%	-1%	-5%
COc1ccc(-c2ccc(F)cc2)cc1[C@H]1[C@H]2C=CC[C@@H](C)[C@@H]2C(=O)N1Cc1ccccc1	-18%	3.5%	11%	8%	0%
CCCCn1c2ccccc2c2nnc(SCC(=O)NC3=NN=C(c4ccccc4)CS3)nc21	x	x	12%	-4%	-3%
Cc1cc(C)c2[nH]c(C(=O)Nc3ccc4c(c3)OCO4)cc2c1	12%	2.3%	9%	-3%	12%
COc1ccccc1N1CCN(CCOc2c(OC)cccc2OC)CC1	-2%	2.9%	7%	3%	-7%
COc1cccc(NC(=O)CN(C)CC(=O)NCc2ccc(F)cc2)c1	-14%	i	-4%	-1%	x
O=C1CCC(=O)N1OCCCCOc1ccccc1	-1%	1.2%	14%	-1%	3%
Cc1ccc(C(=O)N/C(=C\c2cccs2)C(=O)NCC2CCCO2)cc1C (stereo not drawn)	-7%	0.3%	-7%	7%	-5%
CC(C)Nc1nnc(SCC(=O)/C=C2\N(C)c3ccccc3C2(C)C)s1	-2%	1.7%	29%	-2%	-11%
CSc1nc2nccc(-c3ccc(Cl)cc3)n2n1	3%	0.5%	-10%	-9%	-20%
Cc1cc(NC(=O)CSCC(=O)N(C)Cc2cccc(Cl)c2)no1	6%	0.7%	25%	0%	-5%
CCOC(=O)N1CCC(N2C(=O)c3ccccc3C2Nc2cc(Cl)c(OC)cc2OC)CC1 (stereo not drawn)	7%	8.8%	4%	-1%	-5%
O=C(N=Nc1c(O)[nH]c2ccccc12)c1ccco1	4%	8.8%	1%	20%	0%
CC(=O)c1cccc(NC(=O)c2cc(C(C)C)on2)c1	-14%	6.5%	74%	-1%	2%

Compound activity deposited in PubChem BioAssay by Southern Research Specialized Biocontainment Screening Center.
